# Pin1 inh = blocks the human prolyl isomerase Pin1 | hit rate 0.009% among 390,000 | Pin1 FP peptide displacement, HiFluor488, 10 min | Potency, µM (highest dose often 115 µM), for the others: at the top dose activity, negative = inhibition, most hits filed as inhibitors | Q13526 | AID 504891; active = well fitted inhibition curve with a large enough effect in the polarisation, with a control signal flat, not every such curve was filed as active; inconclusive = small, poorly fitted or top-dose-only effect, or effect the other way, or a change in a side signal; inactive = no such curve, though single readings can be large or run the other way; the % refers to the polarisation; also: potency is read from the fitted curve at half-maximal effect; % is scaled to controls: 0 for no effect and ±100 for the full control effect
# PI4K2A block = PI4K2A (human) kinase inhibition. Q9BTU6. purified PI4K2A, ADP-Glo luminescence, 1 h; active compounds read low. activity change, negative = inhibition, % at 76.9 µM. hit rate 0.13% among 420,000. AID 1346378; in the data active = activity change below about -50%; inconclusive = mostly about -30% to -49%;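 also: -100% = wells without enzyme as full effect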
#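 PI4K2A activity was measured by ADP-Glo luminescence: enzyme (4 ug/mL stock) and phosphatidylinositol (1.2 mM stock) in Tris pH 7.5/MgCl2/EGTA/Triton X-100 buffer were reacted with ATP (300 microM stock) for one hour at ambient temperature.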
# HP1b binding inh = inhibitors of HP1-beta chromodomain binding to methylated histone tails; P83916; AlphaScreen HP1-beta / biotin-H3K9me3 peptide binding; Potency, µM (top dose mostly 114 µM), inactives show at the highest dose activity change, negative = inhibition, most hits filed as inhibitors; hit rate 0.56% among 390,000; AID 540317; also: potency is read from the fitted curve at half-maximal effect; nearly all actives have a fitted effect of over 70% in size; inactives centre near 23
#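 AlphaScreen: HP1-beta (50 nM) preformed 30 min with biotin-H3(1-18)K9me3 peptide (50 nM) in PBS pH 7.4, 0.01% Tween-20. Compound added for 30 min at RT, then streptavidin donor/nickel chelate acceptor beads (10 ug/mL) for 30 min.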
# G9a inh = inhibitors of human histone lysine methyltransferase G9a; Q96KQ7; G9a H3K9 monomethylation, AlphaScreen, 2 h; Potency, µM (titrated, usually from 102 µM), for inactives: at the top dose activity, negative = inhibition, most hits filed as inhibitors; hit rate 8.8% among 350,000; AID 504332; also: potency is read from the fitted curve at half-maximal effect; % is scaled to controls: 0 for no effect and ±100 for the full control effect; nearly all actives have a fitted effect of over 75% in size
# Target sequence (Q96KQ7 913-1193 limits assumed): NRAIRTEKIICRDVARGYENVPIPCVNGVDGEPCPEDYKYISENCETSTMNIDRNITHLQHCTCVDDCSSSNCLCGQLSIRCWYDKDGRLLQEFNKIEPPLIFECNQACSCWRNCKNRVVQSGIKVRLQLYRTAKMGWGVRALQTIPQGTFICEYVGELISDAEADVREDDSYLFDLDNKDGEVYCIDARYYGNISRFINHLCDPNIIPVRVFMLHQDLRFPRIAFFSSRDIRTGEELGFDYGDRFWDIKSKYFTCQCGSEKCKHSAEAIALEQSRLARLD
#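 Signal arises when biotinylated H3K9 peptide, once monomethylated, bridges streptavidin donor and antibody-captured acceptor beads. Enzyme at 20 nM was preincubated 15 min with test compounds; peptide 500 nM and SAM 20 uM then reacted for 2 h.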
# Tb PGK inh = blocks T. brucei phosphoglycerate kinase; P07378; PGK/GAPDH coupled, Kinase-Glo luminescence, 60 min; Potency, µM (top dose mostly 57.5 µM), inactives show at the highest dose activity change, negative = inhibition, most hits filed as inhibitors; hit rate 0.043% among 380,000; AID 602233; also: potency is read from the fitted curve at half-maximal effect; % is scaled to controls: 0 for no effect and ±100 for the full control effect; nearly all actives have a fitted effect of over 60% in size
#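 Recombinant glycosomal PGK reaction used 1,3-bisphosphoglycerate generated in-well by GAPDH (100nM final) in 100mM TEA pH 7.6, 5mM MgCl2, 0.01% Tween-20. After 60 minutes at room temperature, ATP was read by Kinase-Glo Plus luminescence end-point.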
# POLH inh = inhibitors of human DNA polymerase eta | Q9Y253 | recombinant Pol eta, fluorescent DNA replication assay | Potency, µM (top dose mostly 114 µM), inactives show at the highest dose activity change, negative = inhibition, actives largely listed as inhibitors | hit rate 1.2% among 390,000; also: potency is read from the fitted curve at half-maximal effect; % is scaled to controls: 0 for no effect and ±100 for the full control effect
#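 Pol eta (10 nM) was preincubated with compounds for 15 min at room temperature, after which fluorescent replication substrate (50 nM final) was added to start the reaction. Fluorescence was read kinetically at 0 and 10 min.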
# JMJD2A Tudor inh = JMJD2A Tudor domain (human) inhibition. hit rate 4.4% among 390,000. Potency, µM (highest dose often 114 µM), without a hit: top-dose activity change, negative = inhibition, most hits filed as inhibitors. O75164. AlphaScreen JMJD2A-Tudor / H3K4me3 peptide binding. AID 504339; also: potency is read from the fitted curve at half-maximal effect; % is scaled to controls: 0 for no effect and ±100 for the full control effect; nearly all actives have a fitted effect of over 50% in size
# GLS inh = blocks human kidney-isoform glutaminase activity | Potency, µM (doses to about 45.5 µM), without a hit: at the top dose activity change, negative = inhibition, hits mostly inhibitors | hit rate 0.21% among 410,000 | O94925 | GLS enzymatic activity, qHTS titration; also: potency is read from the fitted curve at half-maximal effect; % is scaled to controls: 0 for no effect and ±100 for the full control effect
# Target sequence (O94925 whole entry, looked up, canonical isoform): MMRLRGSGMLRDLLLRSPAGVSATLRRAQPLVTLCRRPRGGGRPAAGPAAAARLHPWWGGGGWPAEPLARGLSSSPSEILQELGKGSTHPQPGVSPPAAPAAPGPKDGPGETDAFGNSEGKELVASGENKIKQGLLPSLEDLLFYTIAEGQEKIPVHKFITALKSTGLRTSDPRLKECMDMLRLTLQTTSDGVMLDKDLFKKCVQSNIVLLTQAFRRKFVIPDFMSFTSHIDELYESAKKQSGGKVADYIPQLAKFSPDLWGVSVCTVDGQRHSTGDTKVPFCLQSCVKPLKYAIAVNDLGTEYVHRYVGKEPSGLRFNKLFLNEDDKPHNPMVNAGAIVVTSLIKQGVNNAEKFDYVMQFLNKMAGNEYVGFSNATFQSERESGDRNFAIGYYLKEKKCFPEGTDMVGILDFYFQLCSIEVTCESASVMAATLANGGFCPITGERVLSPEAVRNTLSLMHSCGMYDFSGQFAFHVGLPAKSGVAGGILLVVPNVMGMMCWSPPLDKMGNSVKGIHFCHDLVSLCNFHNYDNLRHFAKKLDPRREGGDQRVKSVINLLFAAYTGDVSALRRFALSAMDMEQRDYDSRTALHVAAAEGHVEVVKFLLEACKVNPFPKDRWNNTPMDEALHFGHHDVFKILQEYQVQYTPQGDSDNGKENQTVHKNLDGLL
#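 Coupled fluorescence readout: glutamate oxidase/HRP/Amplex Red detect glutamate formed by hKGA from L-glutamine (1 mM solution added). Buffer 45 mM KH2PO4 pH 8.2, 0.02% Tween-20; reads at t0 and 30 min RT.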
# BAZ2B block = BAZ2B (human) inhibition | Q9UIF8 | AlphaScreen BAZ2B-H3K14Ac peptide displacement | Potency, µM (top dose mostly 114 µM), without a hit: top-dose activity change, negative = inhibition, most hits filed as inhibitors | hit rate 4.4% among 360,000 | AID 504333; also: potency is read from the fitted curve at half-maximal effect; % is scaled to controls: 0 for no effect and ±100 for the full control effect; nearly all actives have a fitted effect of over 60% in size
#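 AlphaScreen displacement: compounds (up to 110uM) incubated 30 min at room temperature with a preformed 50 nM BAZ2B/50 nM biotinylated H3K14Ac peptide complex in PBS pH 7.4 with Tween-20. Donor and acceptor beads at 10 ug/mL final added, 20 min light-protected before reading.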
# * = called active by the depositor; i = inactive; ? = inconclusive; · = not tested or not shown; [ ] = another dose, or the depositor's remark. Unless noted, calls follow the shape of the dose curve; as a rule, active = well fitted curve in the direction sought with a large enough effect; inconclusive = small, poorly fitted or top-dose-only effect, or another doubt; inactive = no such curve, though single readings can be large; an effect the other way counts as inactive or inconclusive. Some of the compounds tested, so the mix of outcomes need not match the whole.
SMILES,Pin1 inh,PI4K2A block,HP1b binding inh,G9a inh,Tb PGK inh,POLH inh,JMJD2A Tudor inh,GLS inh,BAZ2B block
O=C(Nc1ccccc1-c1ccccc1)NC1CC2CCCC(C1)N2Cc1ccc(F)cc1 (stereo not given),-1%,1,17%,8%,-17%,-25%,-15%,-3%,-28%
S=c1[nH]nc(COc2cccc(Cl)c2)n1Cc1ccccc1,-3%,-2,15%,-32%[12.7 µM],6%,-8%,-34%,-3%,-19%
Cc1cc[n+]2n1CC(O)C2 (stereo not given),-9%,-1,22%,1%[12.7 µM],2%,-10%,5%,0%,-14%
c1ccc(-c2ncc(CSc3nncn3-c3ccccc3)s2)cc1,0%,7,48%[activator],-35%,-4%,-15%,-9%,2%,-11%
Cc1ccc(C)c(Nc2ncnc(N)c2[N+](=O)[O-])c1,0%,0,11%,-27%[59 µM],3%,-7%,-18%,4%,3%
O=S(=O)(Cc1ccccc1)c1cnc2ccccc2n1,0%,24,46%[activator],?,8%,-13%,-11%,-12%,1%
CN(CC(=O)NCCc1ccc(S(N)(=O)=O)cc1)CC(=O)Nc1ccccc1C(F)(F)F,1%,-5,21%,·,8%,-5%,4%,-9%,·
COC(=O)C(C)Sc1nnc(Cc2cc(=O)[nH]c(=O)[nH]2)n1-c1ccc(OC)cc1 (stereo not given),-16%,-6,48%[activator],-10%,-3%,-21%,-1%,1%,-2%
CSc1ccc(-c2nc(CSCC(=O)NCCCN3CCOCC3)c(C)o2)cc1,-11%,6,46%[activator],2%,-2%,6%,-21%,-9%,-3%
O=S1(=O)C=CC(Nc2cccc(Cl)c2)C1 (stereo not given),2%,-3,23%,-26%,7%,2%,-22%,47%[activator],-5%
COC(=O)Cc1ccc(NC(=O)c2ccc(NC(=O)c3ccco3)cc2)cc1,37%[activator],0,31%,?,-7%,-2%,-7%[11.4 µM],1%,1%
COc1cccc(-n2c(SCC(=O)NC3CCCCC3)nc3n[nH]c(C)c3c2=N)c1,3%,-10,39%,15%[2.33 µM],i,-18%,-27%[11.4 µM],10µM*,6%
O=S(=O)(NCc1ccccc1)NCc1ccccc1,-4%,7,32%,13%,1%,-14%,-12%,0%,-1%
CC1CCCC(C)N1C(=O)CSc1nnnn1C1CCCC1 (stereo not given),-1%,-10,4%,4%,5%,6%,0%,12%,-1%
CCn1c(COc2ccccc2C)nnc1SCC(=O)Nc1cc(C)on1,8%,1,29%,-3%[59 µM],-7%,0%,-10%,-1%,·
Cc1cccc(NC(=O)c2ccc(N(Cc3ccccc3)S(C)(=O)=O)cc2)c1,-1%,0,6%,?,-3%,-21%,-19%,5%,-3%
C/C(N)=C(/C#N)C(=O)CSc1nc2ccccc2c(=O)n1-c1ccccc1C,-1%,-1,27%,11%[59 µM],5%,-8%,-14%,0%,-2%
CCC(=O)Nc1nnc(S(=O)(=O)N(C)c2ccccc2)s1,4%,-3,45%[activator],6%,-9%,-9%,-5%,-2%,5%
Cc1c(C(=O)N2CCN(Cc3nccn3C)CC2)oc2c(F)cccc12,·,1,·,·,-1%,-11%,·,1%,·
CC(C)C(=O)OC/C(O)=C(\C#N)c1nc2ccccc2[nH]1,18%,4,43%[activator],?,-2%,-13%,-10%,-1%,0%
COc1ccc(-c2c(C(F)(F)F)nn(C)c2NC(=O)c2ccco2)cc1,4%,0,52%[activator],-3%,i,-20%,-4%,-10%,-13%
O=C(Nc1ccc(S(=O)(=O)NC2=NCCCCC2)cc1)c1cc(S(=O)(=O)N2CCOCC2)ccc1F,1%,2,34%,112%[activator],3%,-19%,3%,1%,8%
Cc1cc(=O)oc2cc(OCC#N)ccc12,-1%,-1,45%[activator],-20%[59 µM],5%,-6%,-10%,-3%,-2%
COC(=O)c1ccccc1S(=O)(=O)N(Cc1ccco1)Cc1cc2cc(OC)ccc2[nH]c1=O,8%,1,28%,?,2%,-17%,-3%,-2%,-33%
CC(=O)N(O)CCCCCNC(=O)CCC(=O)N(O)CCCCCNC(=O)CCC(=O)N(O)CCCCCNC(=O)CCC(=O)O,-6%,-2,51%[activator],·,9%,-23%,-12%,8%,·
NC(=O)c1ccc(NC(=O)COC(=O)C2(c3cccc(F)c3)CCCC2)cc1,13%,0,19%,-1%,-2%,-8%,-20%,-2%,-15%
CC1(C)CN(c2cccc(-c3ccnc4ncnn34)c2)C1=O,-8%,-8,16%,4%,-6%,0%,-9%,3%,-4%
CC(=O)c1c(N2CCCCC2)nc(=O)n(-c2ccccc2)c1C,6%,9,25%,-32%,2%,-21%,-3%,-2%,-3%
Cc1c(Br)c(O)c(Br)c2sc(=O)oc12,-16%,-24,28µM*,3.5µM*,3%,?,45µM*,15%,?
O=C(CCCn1c(=O)[nH]c2cc(Cl)ccc2c1=O)NCCCN1CCN(c2ccc(F)cc2)CC1,-3%,6,16%,0%,i,-13%,-27%,11%,-16%
CC(=O)N/C(=C/c1ccccc1)C(=O)NCCO,-5%,5,18%,3%[59 µM],-3%,-2%,-14%,2%,0%
Cn1c(=O)[nH]c(=O)c2c1nc(NCCCn1ccnc1)n2Cc1cccc(Br)c1,-7%,4,38%,2%[59 µM],i,-7%,-8%,3%,-6%
O=C(c1cc2cc(Cl)ccc2oc1=O)N1CCOCC1,-8%,4,47%[activator],-2%[12.7 µM],3%,6%,11%,2%,-3%
O=C(Cc1ccc(Br)cc1)NCCc1ccc(F)cc1,3%,-2,26%,·,2%,-7%,3%,20%,9%
NC(=O)c1ccccc1OCCOCCOCCOc1ccccc1C(N)=O,-5%,1,27%,-10%[12.7 µM],-6%,-5%,-1%,-2%,2%
Clc1cccc(Cl)c1CSc1nnc(-c2ccncc2)s1,-5%,1,48%[activator],10%,-2%,-18%,4%,-7%,4%
Cc1ccc(-n2nc(C)c(C(=O)NCCCN3CCN(c4cccc(Cl)c4)CC3)c2-n2cccc2)cc1,14%,-4,-4%,-38%[59 µM],-10%,-20%,?,-14%,?
CC(O)[C@@]1(O)CC[C@H]2[C@@H]3CC[C@H]4C[C@@H](O)CC[C@]4(C)C3=CC[C@@]21C (stereo not given in full),-1%,1,20%,18%[2.33 µM],2%,-10%,-16%,3%,13%
O=C(CSc1nccn1-c1cccc(Cl)c1)NC1CCCC1,9%,-4,15%,?,i,-4%,-25%[11.4 µM],-5%,-4%
COc1ccccc1NS(=O)(=O)c1cccc(NS(=O)(=O)c2ccc(Cl)c(C(=O)O)c2)c1,-22%,5,18%,·,-6%,-13%,-6%,61%[activator],·
Cc1nn(-c2ccccc2)c(N2CCCC2)c1/C=N/NC(=O)C1CC1,-9%,3,21%,-26%,-1%,-20%,-14%,7%,-28%
COc1ccc(OC)c(/C=C/C(=O)OCC(=O)c2c(N)n(C)c(=O)n(C)c2=O)c1,1%,9,30%,-4%,0%,-15%,-4%,-1%,-6%
Cc1cccc(-c2nsc(SCC(=O)Nc3cc(C)on3)n2)c1,-8%,0,3%,?,9%,2%,-5%,8%,-2%
O=C(Nc1cccc(NC(=O)c2sc3ccccc3c2Cl)c1)c1ccco1,28%,-1,11%,1%[59 µM],-6%,-17%,-4%,4%,-4%
CC(C)(C)n1nc2c(c1NC(=O)c1cc(Cl)ccc1[N+](=O)[O-])CS(=O)(=O)C2,1%,-4,42%[activator],9%,-10%,-7%,-7%,0%,?
CCOc1ccc(-n2c(=O)c3c4c(sc3n(CC(=O)NCC3CCCO3)c2=O)CCCC4)cc1 (stereo not given),3%,7,16%[57 µM],3%,4%,-13%,-12%,-8%,-4%
O=C(Oc1cc(-c2ccccc2)no1)c1cccc(C(F)(F)F)c1,-4%,0,25%,-15%[59 µM],-9%,-14%,?,-7%,?
CCOC(=O)c1sc(NC(=O)CSc2nc(-c3ccco3)cc(C(F)(F)F)n2)c(C#N)c1C,14%,-4,-4%,?,-8%,4%,-11%,-10%,5%
CCOC(=O)c1c(-c2ccc(C)cc2)csc1/N=C/N(C)C,2%,-3,-7%,?,-2%,-13%,?,21%,-32%
CCC(=O)N1CCc2cc(OC)c(OC)cc2C1COc1ccc(F)cc1 (stereo not given),5%,-1,-2%,13%,·,-11%,-22%,-2%,0%
COc1ccc(-c2noc(CSc3nnc(-c4ccc(Cl)cc4)n3C)n2)cc1OC,20%,4,34%,-14%[59 µM],-1%,-18%,-24%,-9%,-16%
Cc1ccc(C(=O)Nc2ccccc2NC(=O)c2ccc(C)o2)o1,5%,0,16%,18%,6%,-5%,-3%,9%,-5%
O=C(CCc1c[nH]c2ccccc12)OCc1ccc(Br)cc1,3%,0,21%,·,-3%,-13%,-22%,8%,-6%
COc1ccc2cc(C3CC(c4ccco4)=NN3S(C)(=O)=O)c(Cl)nc2c1 (stereo not given),-7%,-6,?,·,i,-19%,-22%,-8%,?
CN(Cc1ccccc1)S(=O)(=O)c1ccc2c(c1)CCC(=O)N2,1%,1,4%,-11%,-4%,-15%,-12%,1%,5%
O=C(CSCc1c(F)cccc1Cl)NCc1ccco1,-1%,1,13%,-4%[59 µM],-9%[11.5 µM],-11%,-27%,-8%,3%
Cc1ccc(NC(=O)Nc2ccc3c(c2)nc(C)n3C)cc1,3%,-5,13%,5%,-2%,-10%,-3%,1%,1%

# Screens as filed in PubChem BioAssay.
